Screening data as filed in PubChem BioAssay.
MEKK2 WT-MEK5: modulators of MEK5 binding to wildtype MEKK2, primary screen, biochemical, multiplex bead flow cytometry, Alexa488-MEK5. Mitogen-activated protein kinase kinase kinase 2 (Homo sapiens), Q9Y2U5. Alexa488-MEK5 binding to MEKK2 WT; actives lie on both sides. binding response (% of control), % at 10 µM. actives 1.1% (n = 290,000). AID 1531, 2009; in the data active means binding response below about 67% or above about 130%
NALP1 yeast inh: NALP1 inflammasome inhibitors in reconstituted yeast, colorimetric, S. cerevisiae, triplicate retest | inhibition, % at 10 µM | S. cerevisiae NALP1/ASC/caspase-1 growth, X-gal OD620, 72 h | actives 0.61% (n = 280,000); in the data active means inhibition mostly above about 24%, no sharp cut-off; inactive means mostly below about 32%; further: some compounds called inactive have numbers as strong as hits
UBC9 SUMO inh: inhibitors of in vitro SUMOylation cascade, primary screen, biochemical, HTRF, uHTS | HTRF SUMOylation assay, SAE1/SAE2 + UBC9 | AID 2006, 2009 | actives 0.36% (n = 290,000) | inhibition, % at 35 µM; in the data active means inhibition above about 50%, passing the limit was not always enough; further: strong numbers were not always called active
Target sequence (P63279 whole entry, looked up): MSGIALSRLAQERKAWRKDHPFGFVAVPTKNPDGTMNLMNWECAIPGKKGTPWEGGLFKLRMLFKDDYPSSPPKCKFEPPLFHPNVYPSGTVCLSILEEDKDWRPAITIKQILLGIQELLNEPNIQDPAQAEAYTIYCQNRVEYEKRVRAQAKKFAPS
FID counter: compounds displacing fluorescent DNA intercalator, primary screen, artefact control for HCV NS3 helicase inhibitor project, biochemical, FID fluorescence | DNA fluorescent intercalator displacement | inhibition, % at 7.9 µM | actives 0.17% (n = 290,000) | AID 1845, 2009; in the data active means inhibition above about 37%;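 further: 0% = vehicle and 100% = reference compound; higher means more ethidium bromide displaced from hairpin DNA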
HCV NS3 hel inh: inhibitors of HCV NS3 helicase, primary screen, biochemical, Cy5 molecular beacon fluorescence. NS3 helicase DNA unwinding. actives 0.56% (n = 290,000). inhibition, % at 10.9 µM;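 active means inhibition above the mean of all tested compounds plus 3 SD, set per campaign, cut at about 35% in these data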;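 further: 0% = DMSO wells and 100% = thioflavine S control wells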
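Assay system – hepatitis C virus NS3 helicase domain fragment enzyme · Buffer or medium – MOPS pH 6.5, MgCl2, DTT, Tween20, BSA · Reagent – Cy5/quencher beacon DNA duplex and ATP to start · Compound – single 10.9 µM dose · Timing – 1 h at 25 °C · Technique – Cy5 beacon fluorescence read at start and 1 h · Measure – % inhibition of unwinding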
VIM-2 inhibitor: VIM-2 metallo-beta-lactamase inhibitors, primary screen, biochemical, epi-absorbance readout, Pseudomonas aeruginosa enzyme; purified VIM-2, nitrocefin hydrolysis, epi-absorbance fluorescence; inhibition, % at 5.6 µM; actives 0.89% (n = 290,000);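 active means inhibition above the mean of all tested compounds plus 3 SD, cutoff set per screening run, cut at about 7.5% in these data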;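 further: red hydrolysis product quenches plate fluorescence so inhibitors raise well fluorescence; 0% = enzyme with DMSO and 100% = DMSO without enzyme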
MEKK2mut PB1 HTS: MEK5 binding signal on mutant MEKK2 PB1, primary screen, biochemical, multiplex bead flow cytometry, Alexa488-MEK5; Alexa488-MEK5 binding to MEKK2 mutant; percent response, % at 10 µM; actives 0.35% (n = 290,000); in the data active means percent response above about 24%, passing the limit was not always enough; further: inactives centre near 1; some results filed as inactive read as strong as hits; reference of the scale not given here
IMP-1 inhibitor: IMP-1 metallo-beta-lactamase inhibitors, primary screen, biochemical, epi-absorbance readout, Pseudomonas aeruginosa enzyme; purified IMP-1, nitrocefin hydrolysis, epi-absorbance fluorescence; AID 1556, 2009; metallo-beta-lactamase IMP-1 (Pseudomonas aeruginosa); actives 0.45% (n = 290,000); inhibition, % at 5.6 µM;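 active means inhibition above the mean plus 3 SD of all compounds in the same screening run, cut at about 4.5% in these data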;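 further: 0% = IMP-1 with DMSO and 100% = DMSO wells lacking enzyme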
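system = purified recombinant IMP-1 beta-lactamase | amount = 0.2 nM IMP-1, as dispensed | medium = HEPES buffer pH 7.1 with ZnSO4 and Brij 35 | times = 25 °C, 15 min preincubation, 25 min reaction | detection = plate fluorescence quenching by hydrolysis product, ex 480/em 530 nm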
PfM18AAP inh: PfM18AAP inhibitors, malaria aminopeptidase, primary screen, biochemical, QFRET, recombinant enzyme | M18 aspartyl aminopeptidase (Plasmodium falciparum 3D7) | H-Glu-NHMec fluorogenic cleavage | inhibition, % at 7.35 µM | actives 1.2% (n = 290,000);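 active means inhibition above the campaign mean inhibition over all tested compounds plus 3 SD, cut at about 28% in these data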;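 further: 0% = plate median of test compound wells and 100% = 2 mM ZnCl2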
* = called active by the depositor; / = not tested or not shown; [ ] = another dose, or the depositor's remark.

SMILES | MEKK2 WT-MEK5 | NALP1 yeast inh | UBC9 SUMO inh | FID counter | HCV NS3 hel inh | VIM-2 inhibitor | MEKK2mut PB1 HTS | IMP-1 inhibitor | PfM18AAP inh
COc1ccc(NC(=O)CCn2nc(C)cc2C)cc1 | 98 | 14 | 18 | 2 | -1 | -5.0 | 0 | -1.8 | -1
COc1ccc(CNCC(O)(c2ccc(Cl)cc2)c2ccc(Cl)cc2)cc1OC | 179* | 12 | -37 | 10 | -87 | -1.1 | 39 | -2.1 | 4
Cn1c(CSCc2ccccc2Cl)nnc1SCC(=O)Nc1nccs1 | 116 | 37 | -1 | -36 | 5 | -1.3 | 10 | -3.4 | 0
NC(=O)c1c(NC(=O)Cc2cccs2)sc2c1CCC2 | 103 | 20 | -2 | -1 | 6 | 2.5 | -2 | -4.1 | 1
N#C/C(=C\Nc1ccc(F)c(Cl)c1)C(=O)C1CC1 | 93 | / | 17 | -2 | -7 | -0.5 | -24 | -2.8 | 3
Cc1ccc(NC(=O)c2snc3c(=O)[nH]cnc23)cc1C | 101 | -1 | 15 | 1 | 0 | -1.7 | 3 | -1.0 | 3
CC1(C)CC(N(Cc2ccco2)C(=O)Cc2ccccc2)CCO1 (stereo not drawn) | / | 4 | 17 | -17 | 8 | -1.4 | / | -4.0 | -4
CCn1cc(CNC(=O)CCc2ccc(OC)cc2)cn1 | 99 | 4 | 13 | -4 | 5 | -1.3 | 5 | -1.3 | 7
COC(=O)C1=C(C)NC2=C(C(=O)C(C(=O)OC)C(c3ccc(OC)cc3)C2)C1c1ccccn1 (stereo not drawn) | 110 | -17 | 28 | -6 | 6 | -1.3 | 6 | -2.6 | 17
CCOC(=O)C1CCN(C(=O)CCS(=O)(=O)c2ccc3c(c2)CCN3C(C)=O)CC1 | 116 | -7 | 9 | -8 | -1 | -2.1 | 5 | -3.0 | -11
O=C(Nc1ccnc(-c2ccncc2)n1)c1ccccc1Cl | 95 | -2 | -1 | -2 | -1 | 0.5 | -2 | -1.6 | 0
COc1ccc(NS(=O)(=O)c2ccc3oc(SC)nc3c2)cc1 | 100 | -9 | -2 | -20 | -9 | -3.7 | 0 | -5.1 | 26
CC(=O)Nc1nonc1-c1nc2ccccc2n1N(C(C)=O)C(C)=O | 96 | 23 | 17 | -1 | 6 | -1.4 | -3 | -3.6 | -2
O=S(=O)(Nc1ccccc1)c1cccc2nsnc12 | 111 | -10 | 12 | -2 | 6 | -0.5 | 5 | 1.3 | 2
CC(OC(=O)c1cc(Cl)ccc1[N+](=O)[O-])C(=O)NC(C)c1ccc(F)cc1 (stereo not drawn) | 94 | 22 | -8 | -1 | 5 | -0.2 | -2 | -2.3 | 0
CCNC(=S)N1N=C2c3ccccc3CCC2C1c1ccc(F)cc1 (stereo not drawn) | 96 | -16 | -8 | -4 | 1 | -2.0 | -1 | -3.7 | -5
O/N=C/c1cccnc1Sc1ccccc1 | 96 | -1 | 8 | 8 | 7 | 2.8 | -2 | -1.6 | -11
Cc1ccc(OCC(O)CN2CCN(c3ccccc3)CC2)cc1 (stereo not drawn) | 96 | 6 | 10 | 13 | -16 | -0.6 | -2 | -5.0 | -2
CCOc1ccc(CN(C(=O)c2ccco2)C2CCS(=O)(=O)C2)cc1 (stereo not drawn) | 105 | 7 | 18 | -7 | -12 | -2.7 | 4 | -1.9 | -5
CC(C)(C)C(=O)NC(=S)NNC(=O)c1ccncc1 | 97 | -4 | -6 | -9 | 1 | -3.0 | -9 | -2.0 | 8
COc1cc([N+](=O)[O-])ccc1NC(=O)CN1CCOCC1 | 96 | 6 | -2 | 5 | -11 | -1.6 | -4 | -3.3 | 1
COC(C(=O)Nc1ccnn1C1CCN(Cc2ccc(Cl)s2)CC1)c1ccccc1 (stereo not drawn) | 99 | 16 | 0 | -12 | 0 | -2.2 | 1 | -2.5 | 0
CC(=O)Nc1ccc(C(=O)NNC(=O)C2CC2)cc1 | 102 | 15 | 5 | -1 | -1 | -1.5 | -3 | -1.1 | -2
CCOC(=O)c1cnc(-c2ccccc2)nc1Oc1ccc(C)cc1 | 105 | 18 | 2 | 3 | 9 | 1.8 | 2 | -1.6 | 0
CN(C)S(=O)(=O)c1ccc(Cl)c(C(=O)NCCNC(=O)c2cc(S(=O)(=O)N(C)C)ccc2Cl)c1 | 105 | 13 | 15 | -10 | -2 | -2.3 | 4 | -1.3 | -7
The list goes on:
SMILES | MEKK2 WT-MEK5 | NALP1 yeast inh | UBC9 SUMO inh | FID counter | HCV NS3 hel inh | VIM-2 inhibitor | MEKK2mut PB1 HTS | IMP-1 inhibitor | PfM18AAP inh
CCOC(=O)N1CCN(C(=O)COc2cc(=O)n(C)c3ccccc23)CC1 | 100 | 4 | 3 | -23 | -12 | -6.3 | -1 | -3.3 | 0
Cc1ccc(S(=O)(=O)NNC(=O)c2cccs2)c(C)c1 | 102 | 24 | 2 | -15 | 0 | 0.1 | -1 | -4.3 | 2
COc1ccccc1CN1CC(C(=O)NCCc2cn[nH]c2)CCC1=O (stereo not drawn) | 103 | -41 | 17 | -10 | 6 | -3.2 | 7 | -1.5 | -3
Cc1sc2ncn(-c3ccccc3)c(=O)c2c1C | 95 | -1 | 0 | 9 | -3 | -3.1 | -1 | -1.1 | 0
Cc1[nH]c2ccccc2c1N=Nc1ccccc1F | 105 | -11 | -3 | 17 | -19 | -1.8 | -1 | -2.6 | 1
COc1ccc2[nH]c(=O)c(CN(C(=O)c3ccncc3)C(C)C)cc2c1 | 101 | 11 | 16 | -11 | 2 | -1.0 | 0 | 1.2 | 11
O=C1CC(c2cccc(Cl)c2)CC(O)=C1C=NC1CCCC1 (stereo not drawn) | 97 | 46 | 4 | -21 | 4 | -3.9 | -1 | -3.3 | 3
CCc1nnc(NS(=O)(=O)c2ccc(NC(=O)COc3ccc4ccccc4c3)cc2)s1 | 95 | -9 | 21 | -25 | -4 | -4.5 | -1 | -2.4 | -7
CC(C)(C)c1ccc(NC(=O)COC(=O)c2ccc([N+](=O)[O-])s2)cc1 | 115 | 32 | -36 | 10 | -1 | -0.2 | 2 | -3.2 | 2
COc1cccc(Nc2nc(N)nc(-c3oc4ccccc4c3C)n2)c1 | 96 | -3 | -20 | -12 | -86 | -0.7 | -7 | -2.1 | 3
CN1CCN(C(=O)CN(Cc2ccc(Cl)cc2)S(C)(=O)=O)CC1 | 101 | 9 | 4 | 0 | 2 | -3.3 | 6 | -0.1 | -1
COc1cc(CNC(=O)C2CCCN2S(=O)(=O)c2ccccc2)cc(OC)c1OC (stereo not drawn) | 110 | 13 | 3 | -10 | 13 | -3.4 | 9 | -1.8 | 3
Clc1ccc(OCCOCCN2CCCCC2)c(Br)c1 | 102 | 34 | -14 | 17 | -9 | -2.3 | -3 | -3.6 | 12
O=C(O)c1ccc(NS(=O)(=O)c2cccc(C(=O)Nc3ccccc3[N+](=O)[O-])c2)cc1 | 102 | -5 | 0 | -14 | 7 | -2.8 | 0 | -4.2 | 10
COc1ccc(NC(=O)c2c(N)no[n+]2[O-])c(OC)c1 | 98 | 4 | 4 | 6 | -13 | 1.6 | -2 | -1.7 | 11
COc1ccc(/C(C)=N/NC(=S)NCCc2ccccc2)c(O)c1 | 95 | -14 | 12 | -9 | 42* | 0.2 | -5 | 0.2 | 7
O=S(=O)(NCc1ccc(Cl)cc1Cl)c1cccs1 | 103 | 19 | -5 | -4 | 8 | 0.2 | 3 | -1.6 | -1
CC(O)/C=C/c1ccc2ccccc2n1 (stereo not drawn) | 96 | 1 | 2 | 2 | -4 | -1.4 | -1 | -3.0 | 2
N#CCCS(=O)(=O)c1ccc(N)cc1 | 108 | / | -4 | 2 | 11 | -3.7 | 4 | -2.8 | -6
O=C(NC(Cc1ccc(O)cc1)C(=O)O)c1ccco1 (stereo not drawn) | 103 | 1 | -4 | 3 | -4 | -0.7 | 0 | -5.0 | -2
Cc1ccc(N(CN2C(=O)NC(C)(C)C2=O)CN2C(=O)NC(C)(C)C2=O)cc1 | 2.0*[inhibitor] | 5 | 3 | -9 | -2 | 0.7 | -16 | -0.1 | -3
CCOC(=O)c1c(C)oc2c1cc(NS(=O)(=O)c1ccc(C(=O)O)cc1)c1ccccc12 | 103 | 9 | 18 | -10 | -22 | 0.3 | 9 | 9.7* | 9
COc1ccc(C(=O)NNC(=O)CN2CCC(n3nnc4cc(C(F)(F)F)ccc43)CC2)cc1 | 90 | 33 | -7 | -4 | 0 | -2.2 | -10 | -2.3 | 2
O=C(NC1CCCCC1)c1ccccc1NC(=O)C1CC(=O)N(c2ccccc2)C1 (stereo not drawn) | 86 | 14 | 21 | -7 | -3 | -0.6 | 3 | -5.4 | 0
CN(c1ccc(C(=O)Nc2nccs2)cc1)S(=O)(=O)c1ccccc1 | 104 | 28 | -1 | -7 | 7 | -2.5 | 3 | -3.8 | -6
CCOC(=O)CNC(=O)c1cccnc1Oc1ccc(Cl)cc1 | 104 | -7 | -4 | -6 | -7 | -0.8 | 2 | -3.1 | -1
COc1ccc(-c2[nH]ncc2CN(CCO)CC23CC4CC(CC(C4)C2)C3)c(OC)c1 | 98 | 8 | 17 | 8 | -9 | -0.6 | 1 | -1.4 | 1
CSc1ccn(CCC(=O)O)c(=O)n1 | 104 | 5 | 5 | 1 | 2 | 1.8 | 2 | -0.7 | -14
CCC(CC)COC(=O)C(C#N)c1nc2ccccc2nc1N1CCN(CC)CC1 (stereo not drawn) | 126 | 4 | -10 | 22 | -58 | 3.0 | 13 | -0.3 | -6
Cc1nn(-c2ccccc2)c2sc(C(=O)O)cc12 | 101 | 11 | 7 | -3 | 11 | -1.1 | -1 | -1.9 | -10

Structural class: those above with a cyano group.
SMILES | MEKK2 WT-MEK5 | NALP1 yeast inh | UBC9 SUMO inh | FID counter | HCV NS3 hel inh | VIM-2 inhibitor | MEKK2mut PB1 HTS | IMP-1 inhibitor | PfM18AAP inh
N#C/C(=C\Nc1ccc(F)c(Cl)c1)C(=O)C1CC1 | 93 | / | 17 | -2 | -7 | -0.5 | -24 | -2.8 | 3
N#CCCS(=O)(=O)c1ccc(N)cc1 | 108 | / | -4 | 2 | 11 | -3.7 | 4 | -2.8 | -6
CCC(CC)COC(=O)C(C#N)c1nc2ccccc2nc1N1CCN(CC)CC1 (stereo not drawn) | 126 | 4 | -10 | 22 | -58 | 3.0 | 13 | -0.3 | -6
